KCNK3 inh: human KCNK3 channel inhibition, primary screen. O14649. CHO-KCNK3 thallium flux, FluxOR fluorescence; active compounds read low. B-score at 10 µM. 340,000 compounds, 0.84% hits. AID 602410;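 active = B-score under library mean minus 4 SD, starting fluorescence ratio at most library mean plus 5 SD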;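 note: more negative B-score means stronger inhibition of thallium flux through KCNK3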
Target sequence (O14649 whole entry, looked up): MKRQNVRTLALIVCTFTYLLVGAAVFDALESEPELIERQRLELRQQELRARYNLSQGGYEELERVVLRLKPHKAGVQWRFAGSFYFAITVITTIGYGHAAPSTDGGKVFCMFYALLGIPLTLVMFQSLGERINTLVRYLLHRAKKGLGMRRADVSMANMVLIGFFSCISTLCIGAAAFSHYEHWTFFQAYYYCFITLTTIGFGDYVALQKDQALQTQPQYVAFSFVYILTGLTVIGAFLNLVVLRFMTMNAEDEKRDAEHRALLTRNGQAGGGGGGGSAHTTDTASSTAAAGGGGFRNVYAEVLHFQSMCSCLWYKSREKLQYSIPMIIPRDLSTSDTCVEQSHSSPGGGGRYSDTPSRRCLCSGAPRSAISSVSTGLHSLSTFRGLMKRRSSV
RGS4 act: potentiators or activators of RGS4. HEK293 M3R/inducible RGS4, carbachol calcium flux Fluo4; active compounds read low. B-score at 10 µM. 310,000 compounds, 0.92% hits. AID 463111;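 active = B-score of the integrated calcium signal more than 4 SD below the library mean, with starting fluorescence not abnormally high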;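 note: negative B-score means reduced calcium response which marks RGS4 activation or potentiation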
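Also added: carbachol at ECmax as muscarinic agonist stimulus; Assay system: HEK293 cells with stable M3R and inducible RGS4; Timing: overnight RGS4 induction, 30 min dye load 37 °C, 20 min compound RT; Measured by: Fluo4-AM (2 µM) calcium-flux fluorescence, kinetic read.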
ANO1 activ: activates or potentiates the mouse TMEM16A chloride channel; Q8BHY3; HEK293 TMEM16A/YFP-H148Q/I152L, iodide quench fluorescence; active compounds read low; B-score at 10 µM; 340,000 compounds, 0.3% hits; AID 623877;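 active = fluorescence-ratio B-score plate-corrected deviation score at least 3 library SD below zero, with starting fluorescence score within 5 deviations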;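 note: channel opened by trigger with iodide after compound preincubation; score built on the fluorescence ratio of max minus min over baseline; more negative score means more quench and so TMEM16A activation or potentiation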
KCNK9 inh: blocks the human KCNK9 two-pore domain potassium channel; HEK293 KCNK9, FluxOR thallium flux fluorescence; active compounds read low; B-score at 10 µM; 310,000 compounds, 1.2% hits;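 active = ratio B-score over 3 SD below the library mean, with starting fluorescence within 5 SD of its mean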;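 note: negative B-score means less thallium flux so channel inhibition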
Target sequence (Q9NPC2 whole entry, looked up, the tested form may be a part): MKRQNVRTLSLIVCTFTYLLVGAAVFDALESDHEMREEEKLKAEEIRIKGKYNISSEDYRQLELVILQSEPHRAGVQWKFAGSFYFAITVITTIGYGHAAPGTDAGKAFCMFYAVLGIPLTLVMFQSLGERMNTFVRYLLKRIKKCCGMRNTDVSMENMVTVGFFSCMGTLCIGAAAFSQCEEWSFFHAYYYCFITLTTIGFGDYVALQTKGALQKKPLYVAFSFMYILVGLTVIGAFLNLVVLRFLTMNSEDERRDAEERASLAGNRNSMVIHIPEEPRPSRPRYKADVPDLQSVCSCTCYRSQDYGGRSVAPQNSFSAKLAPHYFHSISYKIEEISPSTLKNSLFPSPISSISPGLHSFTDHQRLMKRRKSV
ANO1 block: inhibitors of mouse TMEM16A calcium-activated chloride channel. 310,000 compounds, 1.2% hits. AID 588511. HEK293 TMEM16A/YFP iodide influx fluorescence, ionomycin. Q8BHY3. normalized B-score (activity score, 25-100; higher = stronger inhibition) at 10 µM;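 active = ratio plate-corrected score three or more library SD toward inhibition, starting fluorescence score within five deviations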;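 note: score derived from kinetic fluorescence span divided by baseline fluorescence per well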
MrgX1 ag: agonists of human MrgX1 receptor; Q96LB2; 310,000 compounds, 0.44% hits; MrgX1-HEK293 cells, Fluo-4 calcium fluorescence, agonist mode; active compounds read high; B-score at 10 µM; AID 588627;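 active = calcium response B-score plate-corrected fluorescence ratio at least 3 library SD, with starting fluorescence B-score inside 5 SD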
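Assay system: MrgX1-expressing HEK293 cells / Amount: fifteen thousand cells per well / Doses: test compound in the initial addition of three / Timing: cells plated overnight, dye loaded 0.5 h 37 °C, 0.5 h room temperature / Technique: kinetic calcium dye fluorescence, Fluo-4 NW / Control set: positive and negative controls per plate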
KCNQ1 act: human KCNQ1 channel potentiation or activation | CHO-K1 KCNQ1, thallium flux FluxOR fluorescence; active compounds read high | B-score at 10 µM | 310,000 compounds, 0.35% hits | P51787;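 active = fluorescence ratio B-score, a plate-corrected score, at least three library SD, with initial intensity B-score within 5 SD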
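Assay system: CHO-K1 cells stably expressing KCNQ1. Medium: assay buffer for compound exposure, DMSO matched across wells. Timing: 37 °C overnight plating, 90-min dark dye load, 20-min compound pretreatment. Signal: kinetic FluxOR fluorescence, 10 s baseline plus 110 s post-stimulus.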
hERG protect: shields human hERG channel from block by proarrhythmic agents; 310,000 compounds, 0.51% hits; AID 1511; activation (rescue from dofetilide block), less the hit threshold, % at 10 µM; CHO-hERG, FluxOR thallium flux, dofetilide IC70 present;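 active = activation above the mean of controls blocked by dofetilide plus 5 SD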;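 note: thallium influx through hERG after potassium depolarization seen as dye fluorescence rise; in these data hits start at about 4.7%; inactives centre near -7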
RGS4 block: human RGS4 inhibition; P49798; 310,000 compounds, 0.45% hits; HEK293 M3R/RGS4 inducible, Fluo-4 calcium flux; active compounds read high; triggered by carbachol at its EC20; B-score at 10 µM;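 active = B-score, a plate-corrected calcium signal, over three deviations above library mean, with baseline fluorescence within five deviations of library mean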;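 note: RGS4 expression induced by doxycycline in cells with stable M3 receptor; B-score is computed from the integrated fluorescence ratio over baseline after carbachol; higher B-score means a larger calcium signal and so more RGS4 inhibition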
Target sequence (P49798 whole entry, looked up): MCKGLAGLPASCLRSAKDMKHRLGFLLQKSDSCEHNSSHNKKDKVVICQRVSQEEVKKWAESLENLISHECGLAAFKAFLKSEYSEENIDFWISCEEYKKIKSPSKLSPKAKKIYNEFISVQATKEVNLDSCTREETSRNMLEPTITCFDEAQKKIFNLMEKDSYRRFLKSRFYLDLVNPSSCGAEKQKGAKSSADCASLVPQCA
KCNQ1 block: human KCNQ1 channel inhibition. P51787. CHO-K1 KCNQ1, FluxOR thallium flux fluorescence; active compounds read high. B-score at 10 µM. 310,000 compounds, 1.3% hits;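 active = compounds whose thallium flux B-score, printed positive for inhibition, exceeds three library SD while starting fluorescence stays within three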;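 note: channel opened by potassium depolarization with thallium stimulus after 20 min compound exposure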
MrgX1 allo act: allosterically activates human MrgX1 receptor signaling. 310,000 compounds, 0.63% hits. AID 588675. MrgX1-HEK293, Fluo-4 calcium flux, FDSS; active compounds read high. B-score at 10 µM;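 active = plate-corrected calcium response at least 3 library SD above typical, normal starting fluorescence, not activating the receptor alone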;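 note: compound read alongside a low EC10 to EC30 dose of BAM8-22 agonist; peak minus trough fluorescence over baseline measured at the second addition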
* hit, by the source's call; i = inactive.

SMILES | KCNK3 inh | RGS4 act | ANO1 activ | KCNK9 inh | ANO1 block | MrgX1 ag | KCNQ1 act | hERG protect | RGS4 block | KCNQ1 block | MrgX1 allo act
COc1ccc(S(=O)(=O)N(CC(=O)NCc2ccco2)c2ccc(F)cc2)cc1 | i | i | i | i | i | i | i | -6 | i | i | i
COc1ccc(NC(=O)COC(=O)CC2CCCC2)cc1Cl | i | i | i | i | i | i | i | -8 | i | i | i
Cc1cc(C)c(NC(=O)COC(=O)c2cccc3c2C(=O)c2ccccc2C3=O)c(C)c1 | i | i | i | i | i | i | i | -5 | i | i | i
CC(C(=O)Nc1ccc(Cl)cc1)N(C)Cc1cccs1 (centres undefined) | i | i | i | -11* | i | i | i | -4 | i | i | i
C=CCNc1nc(-c2ccc3c(c2)OCCO3)cs1 | i | i | i | i | i | i | i | -6 | i | i | i
COc1ccc(C(=O)CSc2nnc(CNC(=O)c3ccco3)n2C)cc1OC | i | i | i | i | i | i | i | 0 | i | i | i
C/C(=N\NC(=O)CNC(=O)C(c1ccccc1)c1ccccc1)c1ccc(C(C)(C)C)cc1 | i | i | i | i | i | i | i | -6 | i | i | i
COc1ccc(-c2csc(Nc3ccccn3)n2)cc1OC | i | i | i | i | 25* | i | i | -13 | i | i | i
Cc1cc(N2CCN(C)CC2)nc2ccc(NC(=S)N3CCN(c4ccccn4)CC3)cc12 | i | i | i | i | i | i | i | -13 | i | i | i
CCc1nc(Nc2ccccc2F)c2oc3ccccc3c2n1 | i | i | i | i | i | i | i | -3 | i | i | 8.4*
CC(=O)c1c(-c2ccccc2)c2cc(Cl)ccc2[nH]c1=O | i | i | i | i | i | i | i | -7 | i | i | i
COC(=O)c1ccc(N2CCc3ccccc32)c([N+](=O)[O-])c1 | i | i | i | i | i | i | i | -6 | i | i | 7.7*
COC(=O)c1ccc(C)c(NS(=O)(=O)c2ccc3c(c2)OCCO3)c1 | i | i | i | i | i | i | i | -3 | i | i | i
C[C@@H](C(=O)NCc1c(F)cccc1Cl)N1C(=O)N2CCc3c([nH]c4ccccc34)[C@@]2(C)C1=O | i | i | i | i | i | i | i | -8 | i | i | i
CC1=C(C(=O)Nc2ccc(F)c(F)c2)C(c2cccs2)NC(=S)N1 (centres undefined) | i | i | i | i | i | i | i | -10 | i | i | i
CCOc1ccccc1/C=N/OCC(=O)NCc1ccc(F)cc1 | i | i | i | i | i | i | i | -14 | i | i | i
CC(C)CC(COCc1ccc(Cl)cc1)N1CCN(C(=O)c2ccc(C(F)(F)F)cc2)CCC1=O (centres undefined) | i | i | i | -8.2* | i | i | i | -10 | i | i | i
COCCN1Cc2cccc(C(=O)Nc3ccc(S(=O)(=O)N4CCCCCC4)cc3)c2C1=O | i | i | i | i | i | i | i | -11 | i | i | i
CCCC(O)(CCC)C(=O)NN1CCCCC1 | i | i | i | i | i | i | i | -9 | i | i | i
CC/C(=N/NC(=O)CNc1ccc(Cl)cc1C)c1ccccc1 | i | i | i | i | i | i | i | -7 | i | i | i
Cc1cc(NS(=O)(=O)c2ccc(NC(=O)c3cnc4sccn4c3=O)cc2)nc(C)n1 | i | i | i | i | i | i | i | -6 | i | i | i
Cn1nnc2cc(C(=O)Nc3ccccc3F)ccc21 | i | i | i | i | i | i | i | -3 | i | i | i
COC(=O)c1c(NC(=O)c2ccco2)sc2c1CCN(C(C)=O)C2 | i | i | i | i | i | i | i | -20 | i | i | i
COc1ccc(C(=O)NNC2=NC(C)(C)Cc3cc(C)c(C)cc32)cc1 | i | i | i | i | i | i | i | -8 | i | i | i
Cc1[nH][nH]c(=O)c1N=Nc1ccc(Cl)cc1 | i | i | i | i | i | i | i | -3 | i | i | i
O=C(NCc1ccco1)C(=O)NCC1OCCCN1S(=O)(=O)c1ccc(Cl)cc1 (centres undefined) | i | i | i | i | i | i | i | -14 | i | i | i
Cc1cc(N)ccc1N=Nc1c(C)n(C)n(-c2ccccc2)c1=O | i | i | i | i | i | i | i | -6 | i | i | i
COc1ccc(CC(=O)O/N=C(\N)c2ccc(C)cc2)cc1 | i | i | i | i | i | i | i | -4 | i | i | i
C=CCn1c(N)c(C(=O)Nc2ccccc2)c2nc3ccccc3nc21 | i | i | i | i | i | i | i | -9 | i | i | i
O=C1C(=O)N(CCS(=O)(=O)c2ccccc2)c2ccc(Cl)cc21 | i | i | i | i | i | i | i | -7 | i | i | i
CCCCC(=O)Nc1cc(OC)c(NC(=O)C2CCCCC2)cc1OC | i | i | i | i | i | i | i | -11 | i | i | i
Cc1ccc2occ(/C=N/O)c(=O)c2c1 | i | i | i | i | i | i | i | -10 | i | i | i
COc1ccc(CCNC(=O)c2c(N)no[n+]2[O-])cc1OC | i | i | i | i | i | i | i | -14 | i | i | i
Cc1cc(C(=O)Nc2cccc(C(=O)O)c2)c(C)o1 | i | i | i | i | i | i | i | -10 | i | i | i
O=C(c1ccccc1F)N(Cc1cccnc1)Cc1cc2cc3c(cc2[nH]c1=O)OCCO3 | i | i | i | i | i | i | i | -10 | i | i | i
Cc1ccc(Nc2cc(C)nc3c(C)ccc([N+](=O)[O-])c23)cc1 | i | i | i | i | i | i | i | -8 | i | i | i
CSC1=NCCN1S(=O)(=O)c1ccc2ccccc2c1 | i | i | i | i | i | i | i | -13 | i | i | i
Cc1c(NC(=O)COC(=O)C23CC4CC(CC(Br)(C4)C2)C3)c(=O)n(-c2ccccc2)n1C | i | i | i | i | i | i | i | -8 | i | i | i
COc1ccccc1CC(=O)N1CCN(S(=O)(=O)c2ccccc2)CC1 | i | i | i | i | i | i | i | -4 | i | i | i
COc1cccc(CNC(=O)CSc2ccc(-c3cccs3)nn2)c1 | i | i | i | i | i | i | i | -8 | i | i | i
O=[N+]([O-])c1ccccc1/C=C/C=N/n1c(-c2ccccc2)n[nH]c1=S | i | i | i | i | i | i | i | -6 | i | i | i
CC(=O)c1cccc(OCCCOc2cccc3cccnc23)c1 | i | i | i | i | i | i | i | -4 | i | i | i
CCN(CCn1cccn1)C(=O)CC1C(=O)NCCN1CCc1ccccc1 (centres undefined) | i | i | i | i | i | i | i | -7 | i | i | i
CCOC(=O)c1c(S(=O)(=O)N2CCc3ccccc32)c(C)n(C)c1C | i | i | i | i | i | i | i | -1 | i | i | i
CC1(C)CC(=O)C2=C(C1)N=c1s/c(=C/c3ccc(F)c(F)c3)c(=O)n1C2c1ccc(F)cc1 (centres undefined) | i | i | i | i | i | i | i | -4 | i | i | i
CC(C)(C)NC(=O)Cn1cc(C#N)c2cc(Br)ccc21 | i | i | i | i | i | i | i | -9 | i | i | i
COc1ccc(Cl)cc1C(=O)NNC(=S)NC(=O)c1cc(-c2ccccc2)nc2ccccc12 | i | -9.8* | i | i | i | i | 8* | -5 | i | i | i
CCN(CC)c1ccc(NC(=O)CSc2nc(C3CC3)nc3ccccc23)cc1C | i | i | i | i | i | i | i | -6 | i | i | i
CC1=C(C(=O)NCc2ccco2)C2(CCC(C)CC2)OC1=O (centres undefined) | i | i | i | i | i | i | i | -6 | i | i | i
CCCCOC(=O)Cn1c(-c2ccccc2)nc2ccccc2c1=O | i | i | i | -11* | i | i | i | -7 | i | i | i
C/C(=N/Nc1ccc(Cl)cc1)c1cnnc(-c2ccccc2)n1 | i | i | i | i | i | i | i | -4 | i | i | i
Cc1cc(-c2ccccc2)nc(SC(C(=O)O)c2ccccc2)n1 (centres undefined) | i | i | i | i | i | i | i | -18 | i | i | i
CC(C)NC(=O)NCCCCCCS(C)=O (centres undefined) | i | i | i | i | i | i | i | -2 | i | i | i
CCOC(=O)c1cnc(SC)nc1Nc1cccc2ccccc12 | i | i | i | i | i | i | i | -11 | i | i | i
COCC(=O)N1CCC(n2nccc2NC(=O)CCOc2ccccc2)CC1 | i | i | i | i | i | i | i | -9 | i | i | i
O=C(CCC(=O)NCCCc1ccccc1)NCCCc1ccccc1 | i | i | i | i | i | i | i | -2 | i | i | i
Cc1ccc(C)c(C(=O)Cn2c(NCCO)nc3ccccc32)c1 | i | i | i | i | i | i | i | -8 | i | i | i
CCCC(=O)Nc1nnc(CCOC)s1 | i | i | i | i | i | i | i | -6 | i | i | i
Cc1ccc2nc3c(cc(C(=O)NCc4ccco4)c(=N)n3C3CCCC3)c(=O)n2c1 | i | i | i | i | i | i | i | -26 | i | 8* | i
CC(c1ccccc1)N1CC(C(=O)Nc2nccs2)CC1=O (centres undefined) | i | i | i | i | i | i | i | -5 | i | i | i

KCNQ1 act: what is marked active above.
smiles | KCNK3 inh | ANO1 activ | KCNK9 inh | MrgX1 ag | KCNQ1 act | RGS4 block | KCNQ1 block
COc1ccc(Cl)cc1C(=O)NNC(=S)NC(=O)c1cc(-c2ccccc2)nc2ccccc12 | i | i | i | i | 8* | i | i

The results go on.
SMILES | KCNK3 inh | RGS4 act | ANO1 activ | KCNK9 inh | ANO1 block | MrgX1 ag | KCNQ1 act | hERG protect | RGS4 block | KCNQ1 block | MrgX1 allo act
CCOC(=O)CN1C(=O)C(O)(CC(=O)c2cccc(OC)c2)c2ccccc21 (centres undefined) | i | i | i | i | i | i | i | -8 | i | i | i
O=c1c2ccccc2c(/C=N/c2ncn[nH]2)c(O)n1Cc1ccccc1 | i | i | i | i | i | i | i | -13 | i | i | i
CCCN1CCN(S(=O)(=O)c2ccc3c(c2)OCCO3)CC1 | i | i | i | i | i | i | i | -12 | i | i | i
O=C1O/C(=C/C(=O)N2CCOCC2)c2ccccc21 | i | i | i | i | i | i | i | -5 | i | i | i

Among those listed so far, 2 have a tert-butyl group.
SMILES | KCNK3 inh | RGS4 act | ANO1 activ | KCNK9 inh | ANO1 block | MrgX1 ag | KCNQ1 act | hERG protect | RGS4 block | KCNQ1 block | MrgX1 allo act
C/C(=N\NC(=O)CNC(=O)C(c1ccccc1)c1ccccc1)c1ccc(C(C)(C)C)cc1 | i | i | i | i | i | i | i | -6 | i | i | i
CC(C)(C)NC(=O)Cn1cc(C#N)c2cc(Br)ccc21 | i | i | i | i | i | i | i | -9 | i | i | i

Compound activity (PubChem BioAssay)
